Rad51 HR inh = human RAD51 strand exchange inhibitors, primary screen, biochemical, fluorescence; DNA repair protein RAD51 homolog 1 (Homo sapiens), Q06609; hRad51 DNA strand exchange, fluorescence dequenching; inhibition, % at 10 µM; actives 0.085% (n = 200,000);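 active = inhibition above 40% at the single screening dose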;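 note: 0% = DMSO control wells and 100% = blanks with heterologous ssDNA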
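Material: hRad51 filaments on single-stranded DNA; Reagent: Donor/quencher-labelled 47-bp dsDNA substrate; Compound: 10 µM final, single point; Schedule: 37 °C 15-min filament assembly, 30-min compound preincubation, 15-min exchange; Technique: FRET fluorescence, excitation 485 nm, emission 520 nm; Benchmarks: control wells and blank wells on each plate.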
14-3-3 Bad inh = inhibitors of 14-3-3 zeta/Bad binding, primary screen, biochemical, TR-FRET, bovine 14-3-3 zeta | 14-3-3 protein zeta/delta (Bos taurus), P63103 | TR-FRET 14-3-3zeta/Dy647-pBad peptide displacement, 1 h | inhibition, % at 21.7 µM | actives 0.71% (n = 220,000) | AID 781, 2007;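 active = inhibition above about 70%, limit read from the data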;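 note: 0% = full 14-3-3 plus peptide FRET controls and 100% = background without 14-3-3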
FXIIa inh = human FXIIa protease inhibitors, primary screen, biochemical, 1536-well; Coagulation factor XII (Homo sapiens), P00748; purified FXIIa, Boc-QGR-AMC fluorogenic substrate, 2 h; inhibition, % at 5 µM; actives 0.3% (n = 220,000); AID 800, 2007; in the data active = inhibition above about 40%;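 note: 0% = enzyme with no compound and 100% = blank without enzyme; many of its hits are not listed in these tables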
FXIa inh 1536 = human FXIa protease inhibitors, primary screen, biochemical, 1536-well; AID 798, 2007; inhibition, % at 5 µM; actives 0.14% (n = 220,000); Coagulation factor XI (Homo sapiens), P03951; purified FXIa, Boc-Glu-Ala-Arg-AMC fluorogenic substrate;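 active = inhibition of at least 40%; inactive = inhibition below 40%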;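 note: fluorescence of freed AMC excited at 355 nm; 0% = enzyme without compound and 100% = no enzyme blank; many of its hits are not listed in these tables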
eIF4E 4G PPI = eIF4E–eIF4G protein interaction inhibitors, primary screen, biochemical, uHTS, TR-FRET, eIF4GI fragment. Eukaryotic translation initiation factor 4E (Mus musculus) + Eukaryotic translation …. TR-FRET eIF4E-eIF4GI(517-606) binding, 2 h. inhibition, % at 21.7 µM. actives 0.37% (n = 220,000);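 active = inhibition above about 30%, limit read from the data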;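 note: 0% = full FRET control wells and 100% = background wells lacking eIF4GI fragment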
Target sequence (P63073 whole entry, looked up, the tested form may be a part): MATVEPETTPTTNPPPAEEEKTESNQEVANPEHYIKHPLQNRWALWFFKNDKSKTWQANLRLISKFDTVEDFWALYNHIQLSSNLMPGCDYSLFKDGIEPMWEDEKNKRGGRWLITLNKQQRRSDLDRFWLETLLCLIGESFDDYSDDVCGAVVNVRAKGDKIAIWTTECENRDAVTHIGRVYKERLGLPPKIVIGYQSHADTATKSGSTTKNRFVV
Target sequence (Q04637 whole entry, looked up, the tested form may be a part): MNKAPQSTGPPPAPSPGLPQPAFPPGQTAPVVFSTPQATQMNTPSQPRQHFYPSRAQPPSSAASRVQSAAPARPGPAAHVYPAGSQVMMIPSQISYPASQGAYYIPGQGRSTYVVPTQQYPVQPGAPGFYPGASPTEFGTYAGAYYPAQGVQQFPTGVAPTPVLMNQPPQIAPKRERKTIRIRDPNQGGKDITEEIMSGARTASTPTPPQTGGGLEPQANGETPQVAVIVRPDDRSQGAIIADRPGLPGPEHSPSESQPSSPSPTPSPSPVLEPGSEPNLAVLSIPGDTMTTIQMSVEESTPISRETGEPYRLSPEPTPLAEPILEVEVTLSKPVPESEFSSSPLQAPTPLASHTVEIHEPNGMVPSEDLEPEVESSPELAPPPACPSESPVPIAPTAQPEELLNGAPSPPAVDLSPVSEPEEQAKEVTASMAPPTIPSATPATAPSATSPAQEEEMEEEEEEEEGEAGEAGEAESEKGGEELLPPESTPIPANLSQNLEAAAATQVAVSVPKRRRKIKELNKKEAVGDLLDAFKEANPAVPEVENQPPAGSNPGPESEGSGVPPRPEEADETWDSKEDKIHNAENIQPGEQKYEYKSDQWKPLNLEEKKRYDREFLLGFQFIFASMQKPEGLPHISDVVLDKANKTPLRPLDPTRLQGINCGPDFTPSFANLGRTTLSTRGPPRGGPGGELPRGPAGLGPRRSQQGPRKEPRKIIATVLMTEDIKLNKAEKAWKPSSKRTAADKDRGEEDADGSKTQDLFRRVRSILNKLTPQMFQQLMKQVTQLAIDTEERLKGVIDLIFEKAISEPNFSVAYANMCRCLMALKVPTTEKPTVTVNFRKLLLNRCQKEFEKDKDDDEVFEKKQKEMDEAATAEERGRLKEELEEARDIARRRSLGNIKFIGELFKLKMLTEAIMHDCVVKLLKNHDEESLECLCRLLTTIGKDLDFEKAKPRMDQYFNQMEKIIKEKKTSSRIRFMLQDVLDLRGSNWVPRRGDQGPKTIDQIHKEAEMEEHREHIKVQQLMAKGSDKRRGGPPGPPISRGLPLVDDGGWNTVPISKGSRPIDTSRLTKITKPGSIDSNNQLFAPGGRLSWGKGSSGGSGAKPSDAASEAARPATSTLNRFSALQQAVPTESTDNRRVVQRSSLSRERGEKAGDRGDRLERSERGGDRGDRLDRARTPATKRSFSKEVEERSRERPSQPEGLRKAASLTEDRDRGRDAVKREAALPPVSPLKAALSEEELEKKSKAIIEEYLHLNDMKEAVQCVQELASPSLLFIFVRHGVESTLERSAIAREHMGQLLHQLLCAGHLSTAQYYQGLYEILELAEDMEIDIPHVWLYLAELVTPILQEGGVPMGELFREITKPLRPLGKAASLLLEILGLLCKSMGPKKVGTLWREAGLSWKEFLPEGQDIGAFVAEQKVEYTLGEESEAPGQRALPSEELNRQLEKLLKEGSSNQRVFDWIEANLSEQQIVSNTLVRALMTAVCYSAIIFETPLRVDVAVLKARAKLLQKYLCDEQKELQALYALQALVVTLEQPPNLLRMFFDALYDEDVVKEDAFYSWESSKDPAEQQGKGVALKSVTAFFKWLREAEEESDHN
KLK5 inh = human KLK5 protease inhibitors, primary screen, biochemical, 1536-well | inhibition, % at 5 µM | actives 0.59% (n = 210,000) | Kallikrein-5 (Homo sapiens), Q9Y337 | recombinant hK5, fluorogenic AMC substrate cleavage;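 active = inhibition of 40% or more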;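 note: 0% = enzyme controls without compound and 100% = no-enzyme blanks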
p97 ATPase inh = inhibitors of human p97 ATPase, primary screen, biochemical. Transitional endoplasmic reticulum ATPase (Homo sapiens), P55072. recombinant p97 ATPase, Kinase-Glo ATP luminescence, 3 h. inhibition, % at 8 µM. actives 0.42% (n = 220,000). AID 1481, 2009; in the data active = inhibition above about 15%;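 note: 0% = DMSO vehicle and 100% = wells lacking enzyme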
Wee1 stabilizer = Wee1 degradation inhibitors, primary screen, cell-based, HeLa, Wee1K328M-luciferase, luminescence. Wee1-like protein kinase (Homo sapiens), P30291. HeLa Luc-Wee1K328M stability; 100% = proteasome inhibitor MG132 effect. reporter increase, % at 5 µM. actives 1.2% (n = 220,000);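 active = activation above the mean of all tested compounds plus 3 SD, set per screening run, cut at about 8.8% in these data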;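 note: cells exposed to compound for 20 h before luminescence read; 0% = DMSO alone and 100% = MG132 at 30 µM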
Mdm2 ligase inh = MDM2-luciferase reporter signal enhancers, primary screen, MDM2 E3 ligase inhibitor project, cell-based, luminescence, 1536-well; signal enhancement, % at 5 µM; cell-based MDM2 ubiquitination luciferase reporter, 2 h; 0 = plate control, 100 = twice control, blank-subtracted; actives 0.11% (n = 210,000);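 active = signal enhancement of 30% or more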;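 note: luminescence tracks abundance of the self-degrading MDM2-luciferase fusion protein; higher signal means inhibition of MDM2 E3 ligase activity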
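System: stable MDM2–luciferase fusion reporter cells / Input: 2000 cells seeded into each well / Schedule: 4 h settle plus 2 h compound, 37 °C / Compound: single-point 5 µM / Buffer or medium: cells held in DMEM / Benchmarks: control and blank well means / Evaluation: percent signal gain over controls, blank-subtracted / Measured by: luciferase luminescence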
An asterisk follows results filed as active; . = no result given; [ ] = remark or other dose.

SMILES	Rad51 HR inh	14-3-3 Bad inh	FXIIa inh	FXIa inh 1536	eIF4E 4G PPI	KLK5 inh	p97 ATPase inh	Wee1 stabilizer	Mdm2 ligase inh
Cc1ccc(S(=O)(=O)N2CCN(CC(=O)N/N=C/c3ccc(Br)s3)CC2)cc1	6	0	4	-3	-6	-9	6	1	-4
c1ccc2c(Cn3ccnc3)c[nH]c2c1	-3	-3[fluorescence artefact?]	-2	-3	-4[fluorescence artefact?]	-15	3	-4	-15
COCCn1c(SCC(=O)Nc2cccc(S(N)(=O)=O)c2)nc2cc(Cl)ccc2c1=O	4	-3	4	-5	2	-5	-3	-3	2
COc1cccc(C(C)N(C)Cc2nc(COc3ccccc3)no2)c1 (stereo not drawn)	-4	0	7	0	-4	-2	-2	-2	-7
C[C@H](C(=O)O)c1n[nH]c(=O)c2ccccc12	1	14	14	-3	-8	-12	-2	0	1
O=C(OCn1ncc(Cl)c(Cl)c1=O)c1cccc(C(F)(F)F)c1	-1	11	22	6	-11	-5	-1	1	10
OC(CSc1c(Cl)cccc1Cl)CN1CCN(c2ccccc2F)CC1 (stereo not drawn)	4	-7	-1	-10	-3	-10	2	-4	3
O=C(COc1ccccc1)N1CCN(c2ncnc3c2cnn3-c2ccccc2)CC1	7	3	15	3	0	-20	-1	-2	-2
COCCn1c(SCCN2CCOCC2)nc2c1c(=O)[nH]c(=O)n2C	2	-1[fluorescence artefact?]	13	-6	-5	-2	-1	3	-17
COc1ccc(CN2C(=O)c3cccc4cccc(c34)C2=O)cc1	.	2	2	-6	-2	-5	2	0	-3
CC(C)Cc1ccc(S(=O)(=O)N2CCOCC2)cc1	7	5[fluorescence artefact?]	2	-25	0[fluorescence artefact?]	3	2	-2	0
CC(C)(C)S(=O)(=O)/C(C#N)=N/Nc1ccc(S(N)(=O)=O)cc1	1	1	5	-2	1	-1	6	-3	2
OCCC1CN(Cc2cccc3nonc23)CCN1C1CCCCC1 (stereo not drawn)	.	-2	4	-2	1	.	2	0	-14
O=C(c1noc2c1CCCC2)N1CCN(c2ccccc2)CC1	-3	12	1	-2	3	7	3	-2	-9
Cc1cc(NC(=O)COC(=O)COc2ccc(Cl)cc2C)c([N+](=O)[O-])cc1C	-21	-2[fluorescence artefact?]	14	8	5	-5	1	6	7
CCC(C)n1c(-c2ccco2)nc2nc3ccccc3nc21 (stereo not drawn)	.	-1	3	-7	-7[fluorescence artefact?]	-55	3	-2	-5
CCOc1ccc(NC(=O)CN2CCN(CC(=O)Nc3cccc(F)c3)CC2)cc1	14	1	4	-8	1	-16	-2	-1	10
O=C(Cc1ccccc1)NN1C(=O)C2C3C=CC(C3)[C@@H]2C1=O (stereo partly drawn)	.	0	9	6	5[fluorescence artefact?]	-12	1	8	-9
Cn1nccc1C(=O)c1ccc(Cl)cc1	.	7	7	-7	1	-17	6	-2	-9
Cc1nc(=S)n(-c2ccccc2)[nH]1	0	-21[fluorescence artefact?]	12	15	-3	21	3	1	-13
CC1(CCc2ccccc2)NC(=S)N(c2ccccc2)N1 (stereo not drawn)	7	-10[fluorescence artefact?]	13	8	-1	-25	5	0	8
C=CCNC(=O)c1ccccc1NC(=O)c1cccc2ccccc12	3	12	29	20	0	1	-4	-1	-13
COc1cccc(C2CC(c3ccc(Cl)cc3Cl)n3nc(N)nc3N2)c1 (stereo not drawn)	3	-6	8	-1	0	-8	-1	1	-16
CCCCc1ccc(NC(=S)Nc2ccc(Cl)c(S(=O)(=O)N(C)C)c2)cc1	6	-4[fluorescence artefact?]	5	4	14	-16	2	0	14
Cc1cccc(S(=O)(=O)N2CCC(CO)(Cc3ccccc3)CC2)c1	-4	-13	9	-4	-2	2	0	-3	-10
NC(=O)c1cc2n(n1)C(C(F)(F)F)CC(c1ccco1)N2 (stereo not drawn)	1	2	7	-3	-10	-15	4	1	0
Cc1cc(C)n(-c2nnc(C)n2N)n1	-7	44[fluorescence artefact?]	3	-5	3[fluorescence artefact?]	-2	0	-2	-13
Cn1c(=O)n(CCc2ccccc2)c(=O)c2c1ncn2Cc1ccccc1	2	-6	-1	1	-1	0	-4	3	-1
O=C(Nc1nc2ccc([N+](=O)[O-])cc2s1)c1ccco1	0	49	6	-1	4	-1	2	-1	-42
COC(=O)c1sc(N)c(C(=O)OC)c1COC(=O)C1CC(=O)N(Cc2ccco2)C1 (stereo not drawn)	.	-10	19	0	-6	9	7	0	-3
CC(C)CCN(C(=O)Cc1ccccc1F)c1c(N)n(Cc2ccccc2)c(=O)[nH]c1=O	-3	4	4	-2	4	-3	5	-2	-16
O=C(c1cccc(F)c1)N1CCN(S(=O)(=O)Cc2ccccc2)CC1	15	-4	10	1	0	1	-1	-2	-16
COc1ccc(NC(=O)CSc2nccc(C)n2)cc1	0	2[fluorescence artefact?]	-9	2	-6[fluorescence artefact?]	-15	3	0	-10
CC(=O)c1cccc(NC(=O)CN(Cc2ccccc2)S(C)(=O)=O)c1	5	3	10	-1	6[fluorescence artefact?]	-4	0	-1	-15
COc1ccc(C(C(C(=O)c2ccco2)N2CCOCC2)N2CCOCC2)cc1 (stereo not drawn)	-7	-11	13	-1	2	21	6	-1	-29
COc1ccc(-c2ccc(OC(=O)NC3CCS(=O)(=O)C3)cc2)cc1 (stereo not drawn)	4	1	3	-6	3	-8	5	9.3*	-9
Cc1cccc(-c2nnc(SCC3CNC(=O)O3)n2-c2ccc(Cl)cc2)c1 (stereo not drawn)	-2	-11	-4	-1	45*	-15	-3	6	-4
CCC(C)[C@H](NC(=O)NC1CC1)C(=O)O (stereo partly drawn)	-9	0[fluorescence artefact?]	-4	3	1[fluorescence artefact?]	6	7	-1	-7
CC(C)(C)C1CCC(OC(=O)CCC(=O)Nc2ccccc2)CC1 (stereo not drawn)	1	-1	13	7	-4	-5	-2	0	-10
Cc1nc(-c2ccccc2O)n(S(=O)(=O)N(C)C)n1	5	-10[fluorescence artefact?]	30	6	-9[fluorescence artefact?]	-18	-6	5	-3
CCC1(C)CC(c2nc(-c3ccc(OC)cc3)cs2)CCS1 (stereo not drawn)	2	2	-3	-6	2	-12	-4	-2	-4
CSc1ccccc1C(=O)C1CCCN(C(=O)NC(C)C)C1 (stereo not drawn)	.	-9	3	-3	2	.	4	2	-17
Cc1ccccc1Oc1nnc(-c2cccs2)c2ccccc12	-9	1	5	0	2[fluorescence artefact?]	-6	3	-1	-4
CCCSC1=N/C(=C\c2ccc3c(c2)OCO3)C(=O)S1	4	-10[fluorescence artefact?]	-12	4	11	2	0	-1	-15
O=[N+]([O-])c1ccccc1/C=C/C=N/n1c(-c2ccc(Cl)cc2)n[nH]c1=S	-8	79*	15	4	-35	-59	-3	-1	-13
COc1ccc(OCc2nnc3n2N=C(c2ccc(C)cc2)CS3)cc1	9	4	15	7	-6	-2	-4	0	-15
COc1ccccc1NC(=S)NC1CCCCCCCCCCC1	-8	0	2	3	3	2	-4	-1	-10
Cn1c(=O)cc(OCC(=O)NCCC2=CCCCC2)c2ccccc21	8	-13	12	-1	1	1	2	-1	-67
CCOC(=O)c1cc2occc2n1Cc1ccc(F)cc1	5	-17	10	-9	14	10	-4	0	-12
Cc1ccc(C(=O)NCC(=O)OCC(=O)NCCc2ccccc2)s1	.	-10	8	-2	4	-3	0	-2	-7
COc1ccc(-n2c(-c3ccco3)nc3c(cnn3-c3ccccc3C)c2=O)cc1	15	1	9	0	-4	-1	-1	2	-12
Nc1ccc(C(=O)OCC(=O)c2cccc([N+](=O)[O-])c2)cc1	13	-6	-3	0	2	-11	1	0	-13
CSc1nnc(-c2cc3c(-c4ccccc4)nn(C)c3s2)n1C	2	89*	5	-1	8	-7	-6	0	-20
CCCOc1ccc(S(=O)(=O)N2CCOCC2)cc1[N+](=O)[O-]	9	8	-1	-7	1	-4	-5	-1	-68
Clc1cccc(OCc2nc(-c3ccncc3)n[nH]2)c1	22	-10	5	-4	0	-4	3	-4	-15
COc1ccc(CC(=O)OCC(=O)NCc2ccccc2Cl)cc1	-12	-3	4	-3	3	-2	-6	4	-19
COc1cc(C=O)cc(OC)c1OS(=O)(=O)c1ccc(NC(C)=O)cc1	-9	5	-13	1	7[fluorescence artefact?]	1	3	1	-1
CC(C)CC(NS(=O)(=O)c1ccc2c(c1)oc(=O)n2C)C(=O)NCc1cccnc1 (stereo not drawn)	-10	6	6	6	-6	-6	-1	0	-6
CCOC(=O)CSc1nnc(-c2cccnc2)n1C	5	-4	6	-2	-3	0	1	3	-3
Cc1ccc(/C=N/n2c(COc3ccccc3)n[nH]c2=S)o1	-1	-5	1	-6	0	-6	4	-3	3

2 entries picked at random from those above:
SMILES	Rad51 HR inh	14-3-3 Bad inh	FXIIa inh	FXIa inh 1536	eIF4E 4G PPI	KLK5 inh	p97 ATPase inh	Wee1 stabilizer	Mdm2 ligase inh
CCOC(=O)CSc1nnc(-c2cccnc2)n1C	5	-4	6	-2	-3	0	1	3	-3
Nc1ccc(C(=O)OCC(=O)c2cccc([N+](=O)[O-])c2)cc1	13	-6	-3	0	2	-11	1	0	-13

Other entries
SMILES	Rad51 HR inh	14-3-3 Bad inh	FXIIa inh	FXIa inh 1536	eIF4E 4G PPI	KLK5 inh	p97 ATPase inh	Wee1 stabilizer	Mdm2 ligase inh
Cc1cccc(N2CCN(C(=O)c3ccc4nc(N5CCCCC5)sc4c3)CC2)c1C	-3	0	5	-3	-3	1	0	-2	-4
S=c1[nH]nc(-c2cccc(Cl)c2)n1Cc1ccccc1	4	-4[fluorescence artefact?]	9	4	10[fluorescence artefact?]	-15	0	1	3
Cc1ccc(-c2cc(-c3ccccc3)[nH]c(=S)c2C#N)cc1	-3	-38[fluorescence artefact?]	-5	-9	-7[fluorescence artefact?]	3	4	-2	5
O=C(O)c1ccc(N=NN2CCCCC2)cc1	-2	-5	5	-5	-2	-4	4	5	-9
COc1cccc(C2C(C(=O)c3cc4ccccc4o3)=C(O)C(=O)N2c2cc(C)on2)c1OC (stereo not drawn)	.	48	6	-5	-6	2	5	0	-7
OCC1(Cc2ccccc2C(F)(F)F)CCN(Cc2ccccc2)CC1	-1	-13	6	0	-2	2	3	-2	7
COc1ccccc1-c1nc(=S)c(C(C)=O)c(C)[nH]1	7	-2	5	-2	3	4	5	3	-15
CC(O)C(=O)N/N=C/c1cccc2ccccc12 (stereo not drawn)	15	-1[fluorescence artefact?]	13	6	-3	41*	2	-2	-88
CC(=O)N1CCN(c2nc(-c3ccco3)c3c(c2C#N)CC(C)(C)SC3)CC1	-10	9	1	-3	2	-19	0	-2	-18

High-throughput results from PubChem.
